# High-throughput results (PubChem BioAssay)
# TcdB GH inh = TcdB glycohydrolase inhibition; TcdB glycohydrolase enzymatic assay, plate reader; P18177; 350,000 tested, 0.24% active; inhibition, % at 9.99 µM; in the data active = inhibition above about 10%
# FadD28 binding = inhibitors of Mycobacterium tuberculosis FadD28 bisubstrate binding; FadD28 bisubstrate probe binding, fluorescence polarization; inhibition, % at 12.5 µM; 360,000 tested, 0.22% active; AID 588549; in the data active = inhibition above about 8.5%, passing the limit was not always enough; inconclusive = no clear call, values can overlap the other calls
# FBA Mtb inh = Mtb fructose-bisphosphate aldolase inhibition. P9WQA3. purified M. tuberculosis FBA, fluorescence read-out. inhibition, % at 1 µM. 360,000 tested, 2.3% active; in the data active = inhibition above about 27%;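 note: 0% = vehicle and 100% = reference inhibitor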
# Target sequence (P9WQA3 whole entry, looked up): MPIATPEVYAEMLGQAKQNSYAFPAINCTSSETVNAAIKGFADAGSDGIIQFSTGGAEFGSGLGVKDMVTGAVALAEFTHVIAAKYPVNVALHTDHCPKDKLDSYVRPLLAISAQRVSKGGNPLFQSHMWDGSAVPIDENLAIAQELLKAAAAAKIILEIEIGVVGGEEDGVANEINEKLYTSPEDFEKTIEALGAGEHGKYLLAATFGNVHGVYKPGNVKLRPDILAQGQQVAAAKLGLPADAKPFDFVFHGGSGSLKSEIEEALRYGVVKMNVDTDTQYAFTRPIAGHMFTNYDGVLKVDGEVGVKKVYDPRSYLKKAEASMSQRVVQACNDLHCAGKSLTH
# PfHsp40 rescue = rescue of PfHsp40-mediated yeast toxicity | S. cerevisiae expressing PfHsp40, growth rescue, ATP luminescence | growth rescue, % at 12.5 µM | 340,000 tested, 0.68% active; in the data active = growth rescue above about 28%, passing the limit was not always enough; inconclusive = no clear call, values can overlap the other calls;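 note: yeast W303a lacking pdr1 and pdr3 grown in galactose medium; growth measured after three days at 30 °C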
# Y pestis TopoI = inhibitors of Yersinia pestis topoisomerase I; Y. pestis Topo-I cleavage product accumulation, plate reader; 360,000 tested, 0.064% active; activity, % at 10 µM; in the data active = activity above about 50%, passing the limit was not always enough; inconclusive = no clear call, values can overlap the other calls; note: inactives centre near 2
# BH1578 lux ind = quorum light induction in luxS cqsA deficient V. cholerae; V. cholerae BH1578 lux reporter, luminescence, 6 h; activation, % at 18.7 µM; 350,000 tested, 0.16% active; in the data active = activation mostly above about 9.7%, no sharp cut-off; inconclusive = no clear call, values can overlap the other calls; inactive = mostly below about 3.7%; note: not every result past the cut was called active; inactives centre near 0; reference of the scale not given here
# Mtb BioA inh = BioA (M. tuberculosis) enzyme inhibition; purified M. tuberculosis BioA enzyme, plate reader; 360,000 tested, 0.096% active; inhibition, % at 9.99 µM; in the data active = inhibition above about 40%; inconclusive = no clear call, values can overlap the other calls
# Mtb UGM inh = blocks M. tuberculosis UGM enzyme. P9WIQ1. purified UGM, fluorescence polarization probe displacement. inhibition, % at 10 µM. 320,000 tested, 0.06% active. AID 504406; in the data active = inhibition above about 10%, passing the limit was not always enough; inconclusive = no clear call, values can overlap the other calls
# Target sequence (P9WIQ1 whole entry, looked up): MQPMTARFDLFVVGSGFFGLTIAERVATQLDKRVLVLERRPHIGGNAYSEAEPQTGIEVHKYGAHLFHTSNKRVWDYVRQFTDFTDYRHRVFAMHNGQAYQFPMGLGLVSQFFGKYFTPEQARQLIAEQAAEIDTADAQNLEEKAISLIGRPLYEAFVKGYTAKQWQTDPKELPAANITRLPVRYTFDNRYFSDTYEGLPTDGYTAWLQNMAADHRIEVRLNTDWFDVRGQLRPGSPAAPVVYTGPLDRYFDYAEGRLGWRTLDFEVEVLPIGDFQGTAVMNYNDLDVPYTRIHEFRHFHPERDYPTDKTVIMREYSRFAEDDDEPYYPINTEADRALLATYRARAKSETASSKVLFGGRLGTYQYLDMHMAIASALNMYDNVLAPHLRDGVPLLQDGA
# GDH-TPI inh = counter-screen for M. tuberculosis FBA inhibitors: GDH-TPI coupled enzymes. inhibition, % at 4.8 µM. 360,000 tested, 1.2% active. GDH-TPI coupled enzyme counterscreen, NADH absorbance; in the data active = inhibition above about 30%;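 note: 0% = DMSO wells and 100% = wells lacking the enzyme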
# * = called active by the depositor; i = inactive; ? = inconclusive; . = no result given; & = joins results of further samples.
SMILES,TcdB GH inh,FadD28 binding,FBA Mtb inh,PfHsp40 rescue,Y pestis TopoI,BH1578 lux ind,Mtb BioA inh,Mtb UGM inh,GDH-TPI inh
CCn1c(C(=O)O)c(CC(=O)NC2CCCCCC2)c2ccccc21,-0.4,-1.1,6,-0.8,1,-0.5,.,6.9,1
Cc1occc1C(=O)NNC(=O)c1ccc(Br)o1,-0.1,0.3,2,-1.1,-1,-0.8,.,0.8,3
CCn1cc(CNC(=O)CSc2nc(-c3ccc(OC)c(OC)c3)cc(C(F)(F)F)n2)c(C)n1,0.9,-1.5,21,0.6,-5,i,.,-2.5,21
Cc1ccc(NC(=O)N2CCCN(Cc3ccc(F)cc3)C2)cc1C,.,-1.0,2,-0.4,-7,-12,.,0.3,7
O=C(CS(=O)(=O)Nc1ccc(F)cc1Cl)Nc1ccc(F)cc1Cl,0.7,-0.9,1,-1.1,4,i,-0.1,-0.4,-2
Clc1cccc(N2CCN(Cc3nnc(-c4ccccc4)o3)CC2)c1,-1.1,-1.9,4,0.0,36,-0.3,1.5,1.1,4
O=C(Cn1nnc(-c2ccccc2NC(=O)c2ccccc2)n1)Nc1ccc2c(c1)OCCO2,.,-2.1,1,-0.3,-7,-0.1,0.6,1.6,7
C[C@]12CC[C@@H](O)CC1=CCC1C2CC[C@@]2(C)C1CC[C@@H]2N (stereo partly specified),0.8,-5.9,-1,-0.7,7,i,-1.3,-2.8,7
COc1cccc(/C=C2\SC(=S)N(N3CCOCC3)C2=O)c1OC,.,-1.7,0,-0.2,24,-0.4,.,1.0,5
Cc1cc(C(=O)CSc2nnc(-c3ccc(Cl)cc3)n2CC2CCCO2)c(C)n1C (stereo unspecified),.,-0.6,18,-2.2,27,3.2,0.1,-2.1,18

# The closing 4 records of the part above come first, to join the parts.
SMILES,TcdB GH inh,FadD28 binding,FBA Mtb inh,PfHsp40 rescue,Y pestis TopoI,BH1578 lux ind,Mtb BioA inh,Mtb UGM inh,GDH-TPI inh
O=C(Cn1nnc(-c2ccccc2NC(=O)c2ccccc2)n1)Nc1ccc2c(c1)OCCO2,.,-2.1,1,-0.3,-7,-0.1,0.6,1.6,7
C[C@]12CC[C@@H](O)CC1=CCC1C2CC[C@@]2(C)C1CC[C@@H]2N (stereo partly specified),0.8,-5.9,-1,-0.7,7,i,-1.3,-2.8,7
COc1cccc(/C=C2\SC(=S)N(N3CCOCC3)C2=O)c1OC,.,-1.7,0,-0.2,24,-0.4,.,1.0,5
Cc1cc(C(=O)CSc2nnc(-c3ccc(Cl)cc3)n2CC2CCCO2)c(C)n1C (stereo unspecified),.,-0.6,18,-2.2,27,3.2,0.1,-2.1,18
N#Cc1ccc(Oc2ccc(C(F)(F)F)cc2NC(=O)c2ccc(F)cc2)cc1,1.1,-4.7,-2,5.0,-4,-0.2,0.6,-0.7,9
O=C(/C=C/c1ccc(Cl)cc1)NC(=S)Nc1ccc(N2CCOCC2)c(Cl)c1,.,-4.3,-4,-0.6,-6,-0.6,-0.1,0.1,1
Cc1cc(C)cc(NC(=O)C(OC(=O)c2ccc(O)cc2)c2ccccc2)c1 (stereo unspecified),1.2,0.5,2,0.8,-14,0.6,-0.1,-0.9,-6
CCOc1ccc(CCNC(=O)C2CCCN(S(=O)(=O)N3CCOCC3)C2)cc1OCC (stereo unspecified),-0.5,0.2,4,0.3,-17,-0.4,-5.0,.,17
Cc1c(C)n(C(=O)CSc2nc3ccccc3[nH]2)c2ccccc12,.,-3.4,5,-0.2,2,0.1,-4.3,-3.1,6
CCOC(=O)NC(=O)CSc1nnnn1-c1ccc(Cl)cc1,-1.6,-2.3,-5,1.0,-7,i,-0.6,-1.4,-4
COCCNC(=S)Nc1ccc2nc(N3CCOCC3)cc(C)c2c1,1.4,.,51*,2.1,-3,-0.8,-1.6,-0.6,8
CC1(c2ccccc2Cl)NC(=O)N(CC(=O)c2ccc3c(c2)OCO3)C1=O (stereo unspecified),-2.2,-2.0,3,0.1,19,i,0.4,-2.0,7
CCn1cc([C@@H]2C[C@H]3CN(Cc4cccc(Cl)c4)C(=O)[C@]34CCCN24)cn1,0.6,-3.4,0,0.4,-3,i,.,-2.0,0
CC1CCN(c2ccc(S(=O)(=O)NC3=NCCCCC3)cc2[N+](=O)[O-])CC1,-1.3,-3.0,0,1.4,28,-0.3,-2.6,.,4
Cc1cc(C(=O)N2CCC2(C)C(=O)O)nn1C(C)(C)C (stereo unspecified),0.7,0.3,0,.,-3,-0.4,-1.5,.,3
Cc1cccc(-c2noc(CSc3ccccc3)n2)c1,0.4,-3.8,-13,1.8,10,i,1.1,1.3,-4
CC(C)CN1Cc2ccccc2Oc2cc(Br)ccc2S1(=O)=O,-2.2,-3.0,-1,-0.4,3,i,-0.8,.,-3
COc1ccc(OCC(=O)c2c[nH]c3ccccc23)cc1,0.7,-0.2,-1,2.5,-3,-1.1,.,-0.6,2
CCOc1cccc2sc(Cl)nc12,1.0,-2.5,2,0.2,-6,-0.3,.,-2.1,-4
Cc1c(C=O)cnn1CCC(=O)O,.,-1.4,-2,-0.4,2,3.3,3.2,-0.6,-6
COC(=O)c1ccc(COc2ccc3ccc(=O)oc3c2)o1,2.0,-1.2,12,-0.3,-10,i,-0.7,4.9,6
O=C(NCCC1CCCCN1S(=O)(=O)c1ccc(F)cc1)C(=O)NCCN1CCOCC1 (stereo unspecified),-0.4,-2.0,-1,0.8,-1,i,-0.8,0.5,-2
CCCCC(=O)Nc1ccc(F)c(Cl)c1,.,-1.1,2,-1.8,-10,0.8,2.1,0.2,-12
COc1ccc(NC(=O)C2CCC(CNc3c(N4CCCCC4)c(=O)c3=O)CC2)cc1OC (stereo unspecified),1.5&0.0,1.0&0.1,4&1,-0.3&0.3,-6&7,-0.2,2.7,0.9,-5&3
CN(C1CCS(=O)(=O)C1)S(=O)(=O)c1ccc(C2CCCCC2)cc1 (stereo unspecified),0.7,0.6,5,1.7,2,i,-0.2,-2.9,11
COc1cc(C(=S)N2CCOCC2)cc(Br)c1OS(=O)(=O)c1ccccc1,0.0,-1.6,1,-1.0,29,0.8,0.4,4.5,-1
COc1ccc([C@@H]2CC(=O)c3c(O)cc(O[C@@H]4OC(CO[C@@H]5OC(C)[C@H](O)[C@H](O)C5O)[C@@H](O)[C@@H](O)C4O)cc3O2)cc1O (stereo partly specified),2.0,-1.3,-3,-1.6,0,-3.8,0.3,6.0,13
CCCc1cc(=O)[nH]c(Nc2ccc3c(c2)OCCO3)n1,0.2,-0.1,2,-0.7,6,-0.9,-1.9,2.7,-2
N#C/C(=C\c1ccc(Sc2ccc(Cl)cc2)o1)c1nc2ccccc2[nH]1,-0.5,-5.7,-8,0.0,-10,i,.,-1.8,-1
O=[N+]([O-])c1ccccc1OCCCCN1CCCCC1,.,-3.2,-5,0.1,-8,i,-0.2,-0.9,-5
C=CCN1C(=O)/C(=C/c2cc(C)n(-c3cccnc3)c2C)C(=O)NC1=S,-0.4,0.8,1,-2.3,2,-0.3,.,0.5,9
O=C1CC(c2ccccc2)=Nc2ccc(Br)cc2N1,4.8,-0.6,-1,0.9,-3,-0.3,.,0.3,27
N/C(=N\OC(=O)c1cccc(Cn2cc(C(F)(F)F)ccc2=O)c1)c1ccccc1,1.3,-0.5,0,1.5,22,-0.7,-0.5,0.8,1
O=C(COc1ccc(Cl)cc1Cl)N1CCN(c2ccccn2)CC1,2.3,-2.1,9,-0.9,34,-0.4,.,-1.1,5
CCOc1ccc(NC(=O)N2CCC(c3nc4ccccc4o3)CC2)cc1,0.4,-2.6,-2,0.3,12,-0.5,.,-1.5,5
O=C(COC(=O)c1cc(NS(=O)(=O)c2cccs2)ccc1O)Nc1cc(Cl)ccc1Cl,-0.8,-3.7,6,0.5,6,-3.7,.,-0.4,10
O=C(NNC1=C(C(=O)C(F)(F)F)CCC1)c1ccccc1O,.,-1.4,3,?,-13,0.0,.,-0.6,4
CC(=O)NCC(=O)N[C@@H](CC(=O)OCc1ccccc1)C(=O)OCc1ccccc1,1.3,-2.6,-3,0.1,2,-0.7,-0.9,-0.6,-21
Cc1cnc(CNC(=O)C2CCC(=O)N(CCc3ccc(Cl)cc3)C2)cn1 (stereo unspecified),-0.4,-0.8,2,-0.9,-6,i,.,.,4
Cc1cc(C)n(CC(=O)NCc2cc(-c3nn(C)c(=O)c4ccccc34)ccc2C)n1,.,-12,0,-1.1,2,0.7,-2.3,0.8,-3
COc1ccccc1N1CCN(CC(=O)Nc2cc(F)ccc2C)CC1,6.3,-1.8,1,0.1,2,i,11,6.2,3
CCN(C(=O)CN1C(=O)S/C(=C\c2cccc(OC)c2)C1=O)C1CCS(=O)(=O)C1 (stereo unspecified),1.8,-1.3,-1,-1.2,-5,-0.2,-0.5,-0.4,29
COc1cc(NC(=O)c2cc3ccccc3o2)c(OC)cc1Cl,.,-2.2,5,-1.9,-2,i,-0.5,-0.3,12
O=C1CSC(c2cccnc2)N1c1ccc(F)cc1 (stereo unspecified),.,0.3,1,0.4,11,-0.3,-0.5,1.0,7
CCc1c(C(=O)Nc2ccccc2)c(C)[nH]c(=S)c1C#N,0.8,1.7,1,-0.9,0,i,.,-2.6,17
CCOc1ccc(NS(=O)(=O)c2ccc(NC(=O)[C@@H]3CCCC[C@@H]3C(=O)O)cc2)cc1,.,-1.3,1,3.6,-3,i,.,1.6,-3
CCOc1ccc(C(=O)Nc2cnn(Cc3ccc(Cl)c(Cl)c3)c2)cc1,0.6,-2.4,-1,-1.3,-4,-0.4,-1.1,2.0,2
O=C(Nc1nc(OCCN2CCCC2=O)cnc1/C=C\c1ccccc1)c1cc2ccccc2s1,0.3,-4.8,-2,.,27,-0.5,-2.6,.,17
COc1cc(/C=C/CN2CCC(Oc3ccc(C(=O)N4CCCC4)cc3)CC2)ccc1O,4.8,0.9,3,0.3,29,-0.5,-1.4,.,5
O=C(c1cnn2c(C(F)(F)F)cc(-c3ccco3)nc12)N1CCCCCC1,.,-1.6,3,0.1,-11,-3.4,-1.8,1.5,17
Nc1nnc(CC(c2ccccc2)c2ccccc2)s1,.,-4.3,0,-0.7,1,i,.,0.4,5
CN(CC(=O)Nc1ccc(Cl)c(Cl)c1)C(=O)C1CCCC1,0.3,-1.7,-2,-0.7,1,i,1.2,0.1,3
O=C(O)C(Cc1ccccc1)N1C(=O)/C(=C/c2ccccc2)SC1=S (stereo unspecified),.,-0.4,-1,0.9,16,-0.2,-0.4,-1.8,21
CCOC(=O)c1ccc(NC(=S)NCCc2ccc(OC)c(OC)c2)cc1,1.9,-4.9,0,-0.3,7,-0.9,.,1.0,2
# Remaining list, next part:
SMILES,TcdB GH inh,FadD28 binding,FBA Mtb inh,PfHsp40 rescue,Y pestis TopoI,BH1578 lux ind,Mtb BioA inh,Mtb UGM inh,GDH-TPI inh
CC(CC(=O)NNC(=O)c1cccc(Cl)c1)c1ccccc1 (stereo unspecified),0.0,-5.9,-1,0.3,2,-0.1,0.1,-2.0,1
CC(C)c1ccc(S(=O)(=O)NC2CCS(=O)(=O)C2)cc1 (stereo unspecified),2.0,-0.4,4,-0.5,-3,-0.6,1.3,-0.9,5
COc1cc(C)c(Cl)cc1S(=O)(=O)N1CCCC1,1.2,-1.0,-1,1.1,12,i,.,-0.5,7
Cc1ccc([N+](=O)[O-])c(NC(=O)COC(=O)C2CC3CCCC(C2)C3=O)c1C (stereo unspecified),-1.2,-1.4,-3,0.0,6,-3.6,-0.6,1.2,7
Cc1noc(NS(=O)(=O)c2ccc(NC(=O)CCN3C(=O)c4ccccc4C3=O)cc2)c1C,-1.4,-0.2,-2,-1.4,5,-0.3,.,2.1,-1
COc1ccc(N2CC(NC(=O)N(C)CCC#N)CC2=O)cc1 (stereo unspecified),1.0,-3.2,0,8.8,8,-2.6,.,-2.1,-3
Cc1ccc(C#N)c(SCc2cccc(Br)c2)n1,0.4,-8.0,0,7.0,13,i,0.0,-2.5,1
O=S(=O)(NN1CCOCC1)c1ccc(Br)cc1,-5.8,-4.2,-3,0.3,5,-0.7,-0.4,2.0,-7
Fc1ccc(CSc2nncn2NCc2ccccc2)cc1,.,0.4,-1,-1.2,11,-0.2,3.5,-2.1,0
Cc1ccccc1CNc1nc(N)n(-c2ccccc2)n1,0.2,0.1,1,-1.1,2,-0.3,-0.7,0.2,7
